Assay outcomes deposited in PubChem BioAssay by National Center for Advancing Translational Sciences (NCATS).
TRHR agonist: TRH receptor (human) agonism; TRHR cells, calcium flux fluo-8, FDSS agonist mode; activation, % at 2 µM; hit rate 0.18% among 360,000; in the data active = activation above about 30%; also: 0% is about no effect
Target sequence (P34981 whole entry, looked up): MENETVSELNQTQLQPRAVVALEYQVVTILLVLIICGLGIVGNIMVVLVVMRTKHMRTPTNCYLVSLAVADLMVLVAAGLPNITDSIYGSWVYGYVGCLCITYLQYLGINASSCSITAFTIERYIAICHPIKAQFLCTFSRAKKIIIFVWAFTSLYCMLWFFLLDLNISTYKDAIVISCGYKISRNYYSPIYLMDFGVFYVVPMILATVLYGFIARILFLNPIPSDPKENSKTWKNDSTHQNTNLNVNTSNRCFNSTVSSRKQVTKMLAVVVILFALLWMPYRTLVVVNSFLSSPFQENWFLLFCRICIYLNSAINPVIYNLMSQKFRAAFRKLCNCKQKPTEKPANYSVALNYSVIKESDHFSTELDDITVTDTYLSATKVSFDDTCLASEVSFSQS
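Fluo-8-loaded TRHR cells; 10 s baseline, compound added, kinetic Ca2+ fluorescence read 1/s, agonist mode.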
D2 ag: agonists of human D2 dopamine receptor | P14416 | activation, % at 2 µM | HEK293 T-REx D2 cells, calcium flux agonist mode | hit rate 0.53% among 340,000 | AID 485358;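 active = activation over 3 SD above normal in the single-dose calcium agonist read, cut at about 30% in these data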; also: 0% is about no effect
Target sequence (P14416 whole entry, looked up): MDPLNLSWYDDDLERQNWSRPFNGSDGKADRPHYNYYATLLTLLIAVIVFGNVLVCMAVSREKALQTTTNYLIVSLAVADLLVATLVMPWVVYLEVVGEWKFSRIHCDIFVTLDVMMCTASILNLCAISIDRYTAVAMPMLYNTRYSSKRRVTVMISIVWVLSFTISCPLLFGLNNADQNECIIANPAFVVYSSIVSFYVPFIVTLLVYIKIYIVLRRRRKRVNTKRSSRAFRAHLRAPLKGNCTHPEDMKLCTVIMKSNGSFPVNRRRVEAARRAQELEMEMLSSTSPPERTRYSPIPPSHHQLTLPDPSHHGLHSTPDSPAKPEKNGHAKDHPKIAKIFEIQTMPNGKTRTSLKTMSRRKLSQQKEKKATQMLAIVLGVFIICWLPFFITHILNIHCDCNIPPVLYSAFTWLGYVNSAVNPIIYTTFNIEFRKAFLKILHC
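Agonism is scored from calcium flux in a force-coupled, inducible HEK293 cell line expressing D2, read kinetically for 180 s after compound addition against dopamine controls.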
rTrxR1 inhibitor: rat TrxR1 inhibition. O89049. recombinant rTrxR1, NADPH fluorescence consumption, selenite substrate. Potency, µM (top dose mostly 114 µM), for the others: at the highest dose activity change, negative = inhibition, actives largely listed as inhibitors. hit rate 1% among 390,000. AID 588453; also: potency is read from the fitted curve at half-maximal effect; % is scaled to controls: 0 for no effect and ±100 for the full control effect; nearly all actives have a fitted effect of over 65% in size
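Rat TrxR1 (90 nM in the dispensed reagent) was pre-reduced with 400 uM NADPH for 5 min at room temperature, then incubated with compound for 15 min. After 400 uM selenite was added, NADPH fluorescence (Ex 340/Em 450 nm) was followed for 8 min.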
mIDH1 inhibitor: blocks human mutant IDH1 R132H enzyme. O75874. IDH1-R132H enzyme, NADPH consumption, diaphorase/resazurin fluorescence. Potency, µM (titrated, usually from 76.6 µM), for the others: at the top dose activity change, negative = inhibition, most hits filed as inhibitors. hit rate 0.093% among 390,000; also: potency is read from the fitted curve at half-maximal effect; % is scaled to controls: 0 for no effect and ±100 for the full control effect; nearly all actives have a fitted effect of over 65% in size
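IDH1-R132H (0.5 ug/mL dispensed) in pH 7.5 Tris buffer was preincubated 30 min with compound, then given a substrate mix of 0.016 mM NADPH and 2 mM alpha-KG for 80 min at room temperature; remaining NADPH was read by diaphorase/resazurin fluorescence.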
USP1-UAF1 inh: inhibitors of human USP1/UAF1 deubiquitinase; O94782; recombinant USP1/UAF1, Ub-Rhodamine cleavage fluorescence; Potency, µM (doses to about 57.1 µM), for the others: at the highest dose activity change, negative = inhibition, hits mostly inhibitors; hit rate 0.23% among 390,000; also: potency is read from the fitted curve at half-maximal effect; % is scaled to controls: 0 for no effect and ±100 for the full control effect; nearly all actives have a fitted effect of over 60% in size; inactives centre near -12
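Step one: compound is pinned into 1nM USP1/UAF1 in HEPES pH 7.8 buffer with TCEP. Step two: 15 min room-temperature incubation. Step three: Ub-Rho (150nM final) starts cleavage, tracked by fluorescence over six one-minute reads.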
D2 antag: antagonizes the human D2 dopamine receptor; P14416; HEK293 TREx D2 cells, calcium flux, dopamine EC80; inhibition, % at 10 µM; hit rate 2% among 340,000; in the data active = inhibition above about 30%; also: 0% is about no effect
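In this primary screen, negative modulation is detected by tracking calcium flux after an EC80 dopamine challenge in inducible HEK293 T-REx D2 cells preexposed to test compound for 180 s.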
TRHR PAM: allosterically enhances the human TRH receptor; TRHR cells, fluo-8 calcium fluorescence, EC20 TRH enhancement; hit rate 0.66% among 360,000; enhancement, % at 2 µM; in the data active = enhancement above about 30%; also: 0% is about no effect
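Enhancer read-out: after compound pinning and an initial kinetic agonist-mode read, an EC20 of TRH (10 nM final) was injected and fluo-8 calcium signal (Ex 480/Em 530) followed at 1 s/cycle for 100 cycles in TRHR-expressing cells.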
TrxR1 substrate: is turned over as a substrate by rat TrxR1; O89049; purified TrxR1 substrate turnover, NADPH consumption readout; AID 588456; hit rate 0.01% among 390,000; Potency, µM (top dose mostly 114 µM), for inactives: at the top dose activity change, negative = substrate turnover; also: potency is read from the fitted curve at half-maximal effect; % is scaled to controls: 0 for no effect and ±100 for the full control effect; nearly all actives have a fitted effect of over 50% in size
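Rat TrxR1, dispensed at 90 nM, was prereduced with 400 uM NADPH (final) for 5 min at ~22 deg C, then incubated with compound 15 min before 400 uM selenite. A first-read NADPH fluorescence drop versus no-compound background flagged substrates.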
PI4K2A inh: blocks human PI4K2A kinase activity | purified PI4K2A, ADP-Glo luminescence, 1 h; hits give low values | activity change, negative = inhibition, % at 76.9 µM | hit rate 0.13% among 420,000 | Q9BTU6; in the data active = activity change below about -50%; inconclusive = mostly about -30% to -49%;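 also: -100% = wells without enzyme as full effect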
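In this quantitative HTS, ADP production by PI4K2A was quantified luminescently after 1 h at ambient temperature; 100 microM adenosine served as plate-quality control.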
* hit, by the source's call; u = inconclusive; x = no result given; & = joins results of further samples; [ ] = dose if it differs, or a comment. Unless noted, calls follow the shape of the dose curve; as a rule, active = well fitted inhibition curve with a large enough effect; inconclusive = small, poorly fitted or top-dose-only effect; inactive = no such curve, though single readings can be large or run the other way.

1: O=C1c2ccccc2C(=O)N1OCCOCCOCCBr
2: CCn1c(C(O)c2cc(OC)c(OC)c(OC)c2)nc2ccccc21 (stereo unspecified)
3: CC(NC(=O)c1ccc(S(=O)(=O)NCc2ccco2)cc1)c1ccc(F)cc1 (stereo unspecified)
4: O=C(Nc1cc2ccccc2oc1=O)C1CCCCC1
5: CCN(C(=O)C1CCCN(c2ncnc3c2nc2n3CCCCC2)C1)c1cccc(Cl)c1 (stereo unspecified)
6: Cc1c2cnn(-c3ccccc3)c(=O)c2c(C)n1CCCC(=O)Nc1ccc(F)cc1F
7: Cn1c(C(=O)N[C@@H](Cc2ccccc2)C(=O)O)cc2cc(Cl)ccc21
8: CCOc1ccc(S(=O)(=O)Nc2ccc(O)c(Sc3ncn[nH]3)c2)cc1
9: COc1ccc(CNc2nc(SCc3ccc(Cl)cc3)nc3ccccc23)cc1
10: CCCCOc1ccc(-c2nnn(CC(=O)NCc3ccco3)n2)cc1

Screen / compound no.	1	2	3	4	5	6	7	8	9	10
TRHR agonist	-0.1	0.1	-0.1	0.4	0.4&0.1	-1.5	1.0	0.0	0.6	-0.4
D2 ag	0.2	2.5	0.1	-0.3	0.7&-0.9	1.5	0.4	1.6	x	-1.1
rTrxR1 inhibitor	11%	9%[57.1 µM]	8%	3%[57.1 µM]	22%&4%	-13%	5%[57.1 µM]	7%[57.1 µM]	8%[57.1 µM]	42%[activator]
mIDH1 inhibitor	-4%	10%	-2%	0%	u	-1%	2%	3%	-13%	0%
USP1-UAF1 inh	-5%	-15%	-18%	-4%	-22%&-10%	-7%	-5%	-11%	-9%	1%
D2 antag	15	5	-6	-3	9	x	-15	-23	x	-1
TRHR PAM	-1	-4	7	1	-5&-8	-2	0	8	2	1
TrxR1 substrate	9%	7%[57.1 µM]	7%	12%[57.1 µM]	3%&-9%	-4%	15%[57.1 µM]	2%[57.1 µM]	0%[57.1 µM]	6%[57.1 µM]
PI4K2A inh	4	4	0	10	-3&1	-1	3	3	-2	-6

11: CC(C)c1cccc(C(C)C)c1NC(=O)COc1nncc2ccccc12
12: CCCN(CC(=O)Nc1cc(Cl)ccc1Cl)C(=O)c1ccccc1SCC(=O)N1CCCC1
13: CCOc1ccc(C(=O)CCC(=O)N(CC)CC(=O)NCc2cccs2)cc1
14: CCOC(=O)C(NC(=O)c1ccc(OC)cc1)(OCC1(CC)COC1)C(F)(F)F (stereo unspecified)
15: O=C(Nc1nc(COc2ccccc2)cs1)C12CC3CC(CC(C3)C1)C2
16: CCOC(=O)Cn1c2[n+](c3ccccc31)CC(O)CS2 (stereo unspecified)
17: CCOC(=O)c1c(NC(=O)COC(=O)c2nc(Cl)ccc2Cl)sc(C(=O)NC)c1C
18: N#CCCN(C(=O)COC(=O)CNC(=O)c1ccc(-c2ccccc2)cc1)c1ccc(F)cc1
19: CCC(=O)Nc1ccc(NC(=O)CSc2nnc(C(C)C)n2C)cc1
20: CCOc1ccc(C(C)=O)cc1Cc1c(O)nc(N)[nH]c1=O

Screen / compound no.	11	12	13	14	15	16	17	18	19	20
TRHR agonist	-0.7	-1.5	-0.4	-0.1	-0.2	0.2	-0.5	1.0	0.2	-0.5
D2 ag	-0.1	-1.5	0.3	0.5	-0.6	0.2	-0.2	-0.8	0.1	0.9
rTrxR1 inhibitor	14%[57.1 µM]	7%	5%	11%	22%	-2%	-6%[57.1 µM]	22%	2%	x
mIDH1 inhibitor	5%	1%	2%	0%	7%	-5%	0%	0%	5%	x
USP1-UAF1 inh	-8%	-6%	-2%	-24%	-16%	5%	-5%	-9%	-18%	x
D2 antag	4	-11	16	-6	-11	2	-9	8	12	5
TRHR PAM	-9	26	-3	-1	-5	2	4	5	-2	-5
TrxR1 substrate	-7%[57.1 µM]	-3%	0%	1%	6%	4%	-3%[57.1 µM]	2%	1%	x
PI4K2A inh	4	-1	4	-5	5	0	2	0	5	x

21: COc1ccc(N2CCN(C(=O)c3cc(=O)c4cc(C)ccc4o3)CC2)cc1
22: Cc1cc(NCc2ccccn2)n2ncc(-c3ccc(Cl)cc3)c2n1
23: Cc1c(OC(=O)c2ccc([N+](=O)[O-])cc2)c2c(c[n+]1C)COC(C)(C)OC2
24: O=C(O)c1cc(-c2ccc(Cl)cc2)n(-c2ccc(Cl)cc2)n1
25: CC(=O)Nc1ccc(Nc2c(CCC(C)C)c(C)c(C#N)c3nc4ccccc4n23)cc1
26: Cc1noc(NS(=O)(=O)c2ccc(NC(=O)CSc3nc4ccccc4s3)cc2)c1C
27: O=S1(=O)N=C(N(CCO)/N=C/c2ccccc2)c2ccccc21
28: Cc1c(C(=O)N2CCN(c3ccccc3)CC2)oc2c(F)cccc12
29: CCc1nnc(NS(=O)(=O)c2ccc(NC(=S)NC(=O)c3ccc(Br)cc3)cc2)s1
30: CCNC(=S)N(Cc1cc2cc(C)cc(C)c2[nH]c1=O)C1CCCC1

Screen / compound no.	21	22	23	24	25	26	27	28	29	30
TRHR agonist	-2.2	0.0	0.4	0.2	-0.8	-1.4	0.3	0.0	-0.3	-0.1
D2 ag	0.0	0.4	0.6	-2.1	x	-0.8	1.1	0.9	-1.2	-1.5
rTrxR1 inhibitor	-4%[57.1 µM]	75%[activator]	45µM*	5%	-9%	24%	23%[57.1 µM]	-11%	50µM*	17%
mIDH1 inhibitor	3%	2%	2%	8%	11%	-3%	4%	1%	u	-2%
USP1-UAF1 inh	-1%	u	-2%	-11%	-9%	-14%	-1%	-13%	-19%	-6%
D2 antag	-15	-8	-21	-3	x	-4	-3	-14	-6	11
TRHR PAM	13	5	15	3	-1	5	0	-4	35*	5
TrxR1 substrate	9%[57.1 µM]	72%[activator]	0%	2%	-11%	7%	-5%	-8%	-19%	8%
PI4K2A inh	7	10	-1	0	-2	-2	-1	0	2	-2

The final 2 compounds of the section before are carried over, then new ones follow.
29: CCc1nnc(NS(=O)(=O)c2ccc(NC(=S)NC(=O)c3ccc(Br)cc3)cc2)s1
30: CCNC(=S)N(Cc1cc2cc(C)cc(C)c2[nH]c1=O)C1CCCC1
31: COc1ccc(NC2=C(C(C)=O)C(c3ccc(OC)c(OC)c3)C(C(C)=O)C(C)(O)C2)cc1 (stereo unspecified)
32: Cc1nc2ccccc2n1CC(O)COC1CCCCC1 (stereo unspecified)
33: COc1ccc(-c2cc(C(=O)OCC(=O)N3CCCCC3)c3ccccc3n2)cc1OC
34: Cc1ccc(C)c(NC(=O)c2ccc(S(=O)(=O)N(C)CC3CCCO3)cc2)c1 (stereo unspecified)
35: CCN(C(=O)CN(C)S(=O)(=O)c1ccc2c(c1)c(=O)n(C)c(=O)n2C)c1ccc(OC)cc1
36: Oc1c(Br)cc(CNC2CCCCC2)cc1Br
37: Cc1ccc(CN2C(=O)C3CCCN3c3ccc(C#N)cc32)cc1 (stereo unspecified)
38: CC(=O)Nc1ccc(Nc2nc(-c3cc4ccccc4oc3=O)cs2)cc1
39: O=C(Cc1ccccc1Cl)c1ccccc1
40: Cc1[nH]c(C)c(S(=O)(=O)N(C)Cc2ccccc2)c1C(=O)N1CCCCC1

Screen / compound no.	29	30	31	32	33	34	35	36	37	38	39	40
TRHR agonist	-0.3	-0.1	-0.2	0.3	x	x	-0.3	x	0.2	-0.5	x	0.1
D2 ag	-1.2	-1.5	-1.4	0.2	x	x	x	x	-0.2	-0.4	x	0.5
rTrxR1 inhibitor	50µM*	17%	-11%	-21%	2%[11.4 µM]	19%	20%	u	x	0%[57.1 µM]	-6%[2.29 µM]	30%
mIDH1 inhibitor	u	-2%	-4%	-2%	3%	5%	-4%	-8%	x	4%	3%	-1%
USP1-UAF1 inh	-19%	-6%	-14%	-10%	u	-7%	-8%	-16%	x	u	9%	-14%
D2 antag	-6	11	-2	32*	x	x	x	x	14	-2	x	5
TRHR PAM	35*	5	1	-21	x	x	28	x	1	-4	x	-5
TrxR1 substrate	-19%	8%	-2%	-15%	2%[57.1 µM]	7%	9%	-5%	x	-6%	-5%[2.29 µM]	4%
PI4K2A inh	2	-2	-1	2	15	-13	-2	0	x	1	4	-3

41: O=C(Nc1ccccc1N1CCOCC1)c1cc(-c2ccncc2)nc2ccccc12
42: C=CCC[C@H](Cc1ccc(F)cc1)C(=O)OC[C@H]1CCCN1C(=O)[C@@H](CC=C)CC(=O)NCCO
43: CCOc1cc(NC(=S)NCC(C)C)c(OCC)cc1NC(=O)c1cccs1
44: COCCn1c(SCC(=O)c2cc(C)n(C)c2C)nc2ccccc2c1=O
45: CCOc1ccc(NC(=O)CCNC(=O)c2ccc(Br)cc2)cc1
46: O=C(COc1ccc(Cl)cc1Cl)NC(=O)N1CCCCC1
47: O=C(COc1ccccc1Cl)N(Cc1ccco1)Cc1ccco1
48: C=CCOc1c(Br)cc(/C=C2/C(=O)ON=C2C)cc1OC

Screen / compound no.	41	42	43	44	45	46	47	48
TRHR agonist	-0.4	x	-0.5	-0.1	0.0	-0.1	-0.9	-0.2
D2 ag	0.3	x	2.6	-0.5	-0.8	-1.8	0.0	0.2
rTrxR1 inhibitor	24%[57.1 µM]	13%	-1%	8%[57.1 µM]	16%	8%	15%	u
mIDH1 inhibitor	-4%	20%	-1%	2%	2%	4%	-6%	20%
USP1-UAF1 inh	-23%	-26%	-8%	-12%	-23%	-8%	-11%	-8%
D2 antag	-3	x	13	4	-1	32*	x	-11
TRHR PAM	-5	x	-7	-3	-2	1	-4	3
TrxR1 substrate	8%[57.1 µM]	16%	1%	6%[57.1 µM]	3%	11%[57.1 µM]	0%	10%
PI4K2A inh	1	-7	6	-1	-3	-3	-1	2

Records listed above shown as hits in rTrxR1 inhibitor.
nr	molecule	TRHR agonist	rTrxR1 inhibitor	mIDH1 inhibitor	USP1-UAF1 inh	D2 antag	TRHR PAM	TrxR1 substrate	PI4K2A inh
23	Cc1c(OC(=O)c2ccc([N+](=O)[O-])cc2)c2c(c[n+]1C)COC(C)(C)OC2	0.4	45µM*	2%	-2%	-21	15	0%	-1
29	CCc1nnc(NS(=O)(=O)c2ccc(NC(=S)NC(=O)c3ccc(Br)cc3)cc2)s1	-0.3	50µM*	u	-19%	-6	35*	-19%	2
